Dynein transport – blocks dynein driven cargo transport along microtubules; 0.47% of 220,000 active; z-score, hits read low; 3617.4 mouse cells, GR-EGFP nuclear translocation imaging; test concentration mostly 20 µM; stimulated with dexamethasone, 1 µM; hits give low values; AID 1381;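 active = plate z-score of nuclear minus cytoplasmic receptor signal below a set negative limit, without overly bright fluorescence or cell loss, cut at about -3.5 in these data, passing the limit was not always enough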;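 also: z-score of nuclear minus cytoplasmic ring GR-EGFP intensity difference per well; some compounds called inactive have numbers as strong as hits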
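Schedule: 48 h induction, then 1 h compound, then 30 min agonist, 37 °C. Buffer or medium: tetracycline-free induction medium containing charcoal-stripped FBS. Reagent: 1.0 µM final dexamethasone stimulus. Evaluation: nuclear versus cytoplasmic GR-EGFP signal, averaged per well. Signal: high-content fluorescence imaging after fixation.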
HIV fusion peptide – inhibitors of HIV fusion peptide binding, primary screen, biochemical, uHTS, fluorescence dequenching (AID 1986); 0.3% of 290,000 active; cell-free peptide binding, fluorescence dequenching, 30 min; higher % means a stronger effect; inhibition, % at 20 µM; hits with a dose series show IC50 in µM; in the data active = inhibition mostly above about 52%, no sharp cut-off; inactive = mostly below about 76%; also: some results filed as inactive read as strong as hits
AID2073 – disruptors of CaV2.2 binding to Mint1 – biochemical, HTRF (AID 2073). 0.19% of 290,000 active. inhibition, % at 20 µM, or IC50 in µM where a hit was titrated. HTRF protein-protein interaction, Mint1-CaV2.2; higher % means a stronger effect; in the data active = inhibition mostly above about 51%, no sharp cut-off; also: some results filed as inactive read as strong as hits
Ins promoter up – MIN6 insulin promoter up-regulation; MIN6 insulin promoter-GFP reporter, high-content imaging; hits give high values; z-score at 5 µM; 0.3% of 190,000 active; AID 1625;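 active = z-score above 3 at 5 µM with at least 500 cells counted in the well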
bCat nuc transl – beta-catenin nuclear translocation modulation. AID 1665. 0.3% of 190,000 active. HeLa beta-catenin nuclear translocation, immunofluorescence imaging. nuclear translocation activity, % at 5 µM;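 active = nuclear translocation activity above 50% at 5 µM, with a well cell count of 50 or more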;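 also: per-cell ratio of nuclear to cytoplasmic median beta-catenin stain intensity; plate controls were DMSO negative control for no effect and GSK-3 inhibitor IX positive control for full effect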
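Test system: human HeLa cell line; Doses: 5 µM primary, 0.02–20 µM confirmation; Incubation: 24 h compound exposure, 37°C; Detection: beta-catenin immunofluorescence imaging with DAPI; Read-out: beta-catenin nuclear/cytoplasmic ratio, % activation.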
Autophagy mod – autophagy modulation, high-content screen. 0.98% of 190,000 active. calls only at 10 µM (by protocol). MEF GFP-LC3 puncta imaging; test concentration mostly 10 µM;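 active = percentage of spot-positive cells more than 3 SD above its plate mean, without a fluorescence outlier flag or 80% toxicity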;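 also: spot-positive cell cutoff set from DMSO-treated cells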
Yfh1-off respiration – mitochondrial function rescue without frataxin homolog – Friedreich's ataxia, plus single-dose screen, dose response (AID 1465). S. cerevisiae Yfh1-off respiration, WST-1 reduction, 72 h; higher fold induction means a stronger effect. fold induction at 50 µM; hits with a dose series show EC50 in µM. 0.074% of 220,000 active;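 active = fold induction of absorbance versus untreated yeast above a set limit, then at least 30% activation at any dose in follow-up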;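 also: activators that raise dye reduction in frataxin-depleted yeast; strong numbers were not always called active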
WT yeast gro inh – growth inhibition of WT yeast, mitochondrial fusion screen. mitochondrial fusion phenotypic screen, WT strain. inhibition, % at 10 µM. 2.1% of 190,000 active; in the data active = inhibition above about 58%; tested in S. cerevisiae
MT stabilize HCS – microtubule stabilizers in HeLa cells; HeLa tubulin immunostaining HCS, 24 h; share of cells brighter than vehicle mean+2SD; % tubulin-high responders, % at 10 µM; 0.83% of 200,000 active;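 active = plate Z-score above 3 for both tubulin-high and condensed-nucleus cell shares, with cell loss under 80%, at 10 µM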;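 also: anti alpha tubulin signal scored within the nucleus-defined area of each cell; some results filed as inactive read as strong as hits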
WT yeast gro inh mutant strain – further read-out of WT yeast gro inh, marked with its call; inhibition, %; mitochondrial fusion phenotypic screen, mutant strain inhibition
Dynein transport cytoplasmic EGFP – second read-out of Dynein transport, no call of its own (marks repeat the call); z-score; measured here: cytoplasmic GR-EGFP intensity; hits give high values
Dynein transport nuclear GR-EGFP – second read-out of Dynein transport, no call of its own (marks repeat the call); z-score; measured here: nuclear GR-EGFP intensity;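 lower value marks the stronger effect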
Dynein transport cell count – recorded beside Dynein transport, whose call it bears; z-score; measured here: cell count per field
Ins promoter up cell count – recorded beside Ins promoter up, whose call it bears; cell count; measured here: cytotoxicity, nuclei count;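 total cells summed across four imaged fields per well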
bCat nuc transl cell count 5 µM – second read-out of bCat nuc transl, no call of its own (marks repeat the call); cell count; measured here: cell count, cytotoxicity flag
MT stabilize HCS Hoechst-high % – recorded beside MT stabilize HCS, whose call it bears; % Hoechst-high responders; measured here: nuclear condensation Hoechst responders;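 share of cells brighter than vehicle mean plus two SD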
MT stabilize HCS cytotoxicity % – also measured in MT stabilize HCS; calls as there; toxicity, %; measured here: cytotoxicity by cell density;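 0% = mean cell density of plate MIN control wells and 100% = no cells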
Autophagy mod cell loss 18 h – further read-out of Autophagy mod, marked with its call; toxicity, %; measured here: cell loss, nuclei count;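 cell loss after 18 h compound exposure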
* hit, by the source's call; i = inactive; / = no result given; + = active, no number.

no.	molecule	Dynein transport	Dynein transport cytoplasmic EGFP	Dynein transport nuclear GR-EGFP	Dynein transport cell count	HIV fusion peptide	AID2073	Ins promoter up	Ins promoter up cell count	bCat nuc transl	bCat nuc transl cell count 5 µM	Autophagy mod	Autophagy mod cell loss 18 h	Yfh1-off respiration	WT yeast gro inh	WT yeast gro inh mutant strain	MT stabilize HCS	MT stabilize HCS Hoechst-high %	MT stabilize HCS cytotoxicity %
1	NC(N)=NC(=O)c1nc(Cl)c(N)nc1N	0.429	-0.188	0.422	0.552	-0.4%	17.6%	/	/	-3.9	603	i	9.8	i	23.2	-6.0	2.2	1.9	6.1
2	CC(C)(C)SCCNS(=O)(=O)c1ccc(C#N)cc1	-0.639	-0.0654	-0.217	0.461	-1.2%	10.6%	-0.95	1033	1.7	1335	/	/	i	/	/	/	/	/
3	CC(C)(C)NC(=O)c1ccccc1-c1nc(-c2ccccc2Cl)no1	1.42	-0.261	0.616	-1.13	-3.2%	-8.4%	/	/	-2.6	970	i	7.9	i	22.8	31.4	3.6	2.0	8.2
4	Cc1ccccc1CNc1nnnn1C	-0.79	-0.282	0.178	0.476	0.0%	4.2%	2.03	1696	-4.9	1106	i	-6.6	i	-6.9	4.8	5.3	1.7	5.7
5	C/C=C/c1ccc(OC)c(OC(C)=O)c1	-0.0657	-0.216	0.62	0.446	0.3%	-0.5%	-0.48	1091	0.1	1172	i	1.5	i	2.6	7.5	2.2	2.5	5.8
6	CCOC(=O)N/N=C\c1ccc(OC(=O)c2ccco2)cc1	0.269	-0.139	0.242	0.0456	-2.7%	-6.0%	0.99	1091	-1.8	1096	i	11.2	i	-1.3	-18.5	1.4	2.5	6.5
7	Cc1ccc(CNc2ccc3c(c2)ncn3C(C)(C)C)cc1	0.0967	-0.269	0.892	-1.43	0.8%	2.3%	-0.1	1193	-3.5	1074	i	5.6	i	36.3	35.6	1.7	1.4	7.4
8	CCOC(=O)NN1C(=O)c2ccccc2NC1c1ccccn1 (stereo not drawn)	-0.983	-0.267	-0.448	0.774	-0.9%	12.8%	/	/	3.7	478	i	5.3	i	6.5	-1.2	1.3	1.4	1.3
9	O=C(CN1C(=O)c2ccccc2S1(=O)=O)Nc1ccc(S(=O)(=O)N2CCCCC2)cc1	0.025	-0.234	0.361	-0.656	0.6%	-1.9%	-0.15	1568	0.0	911	i	2.8	i	1.5	-3.2	1.7	1.1	44.5
10	NC(=O)Cn1nnc(-c2ccccc2NC(=O)c2cnccn2)n1	-0.195	-0.0789	-0.0328	0.56	0.7%	12.9%	/	/	1.1	1134	i	-9.0	i	8.2	8.5	2.1	1.8	9.6
11	COc1ccccc1-n1c(SCC(=O)Nc2cc(C)on2)nc2c(c1=O)SCC2	0.614	-0.193	0.212	0.0689	0.6%	-3.0%	-0.5	1601	-2.4	1065	+	8.9*	i	4.1	-20.8	4.7	1.8	4.6
12	O=Cc1ccc(-c2cc(Cl)ccc2Cl)[nH]1	1.82	0.175	1.39	-1.19	-0.6%	-1.5%	0.87	1696	-4.8	1161	i	-27.9	i	21.1	15.3	3.8	1.5	9.3
13	CCOC(=O)C1(Cc2cccc(OC)c2)CCN(Cc2cccnc2)CC1	0.263	-0.257	-0.098	0.445	-0.7%	12.6%	-0.1	1663	0.3	1601	i	0.4	i	-9.8	-8.8	1.5	1.6	8.1
14	CCOC(=O)CNC(=O)CSc1nc(C)cc(C)c1C#N	1.67	-0.214	0.911	-0.677	0.1%	-3.5%	-0.22	860	-1.2	1176	i	-0.3	i	1.2	56.5	2.5	2.0	5.4
15	CCOC(=O)C1(CCOc2ccccc2)CCN(Cc2cc(OC)c3c(c2)OCO3)CC1	-0.235	-0.248	-0.0617	0.295	1.2%	-0.5%	-1.55	1092	-0.9	1068	i	14.3	i	27.4	36.1	2.4	2.3	6.9
16	Brc1cnc(N2CCOCC2)nc1N1CCCCC1	0.25	-0.203	-0.0326	0.273	-0.5%	-2.4%	-0.52	1322	/	/	i	0.9	i	7.1	14.8	4.2	3.4	0.5
17	Nc1nc(Cn2nnc(-c3ccccc3Cl)n2)nc(N2CCOCC2)n1	-0.0532	-0.263	0.173	0.931	-0.5%	2.9%	-0.53	1294	/	/	i	-1.7	i	9.2	16.9	4.9	3.2	5.4
18	Cn1nnc(NC(=S)NC(=O)c2ccc(-c3ccc(Br)cc3)o2)n1	0.143	-0.219	0.304	0.812	-3.6%	18.1%	-1.09	1472	-5.2	1095	i	-1.5	i	58.5*	48.5*	0.8	0.9	6.2
19	COc1cc(C(C2=C(O)CC(C)(C)CC2=O)C2C(=O)CC(C)(C)CC2=O)cc(OC)c1OC (stereo not drawn)	-0.376	-0.119	-0.235	0.944	0.0%	14.5%	-0.06	1061	-0.3	1160	i	0.3	i	-21.2	18.6	5.1	2.2	5.3
20	O=C(COC(=O)c1cnccn1)Nc1ccc2c(c1)OCO2	0.685	-0.0726	1.11	-2.14	-1.2%	9.0%	0.16	1327	/	/	i	4.2	i	0.3	-0.9	3.6	2.0	5.0
21	COC(=O)C1=C(C)N(CCc2c[nH]c3ccccc23)C(=O)/C1=C\N(C)C	-1.46	-0.127	-0.611	0.377	7.2%	-1.8%	0.54	1406	1.9	1496	i	-13.9	i	5.7	14.2	1.2	1.3	2.6
22	N#Cc1c(N)nc(SCC(=O)OCc2ccccc2)c(C#N)c1-c1ccco1	-0.871	-0.0732	-0.192	0.994	9.2%	11.9%	-0.9	1525	-9.4	1045	i	-8.2	i	16.9	8.3	6.2	2.8	2.0
23	CSCCC(NS(=O)(=O)c1ccc2c(c1)oc(=O)n2C)C(=O)NC1CCCCC1 (stereo not drawn)	-0.403	-0.13	-0.125	-0.0895	1.1%	3.9%	0.21	1590	0.0	1065	/	/	i	-2.1	-9.5	10.4	1.1	4.9
24	Cc1ccc(NC(=O)C(=O)NC(C)C2COc3ccccc3O2)cc1 (stereo not drawn)	-0.28	-0.233	-0.543	0.245	-0.4%	2.6%	-0.29	1458	3.0	1343	i	2.3	i	-2.5	8.1	1.3	1.2	3.8
25	CCNc1nc(SCCOc2ccc(Br)cc2)nc(N(C)C)n1	0.516	0.0563	0.118	-1.03	1.5%	9.7%	-0.6	1556	-4.4	1076	i	0.3	i	42.2	1.0	3.3	1.8	7.8
26	COc1ccc(CN=Nc2cc(C)nc(NS(=O)(=O)c3ccccc3Cl)n2)cc1	-0.5	-0.2	-0.287	0.733	1.5%	40.9%	-0.21	1553	-3.5	1157	i	-9.2	i	-6.7	-13.8	2.3	1.2	4.4
27	COc1cccc(C(=O)NC2CCN(CC(=O)NCc3ccccc3OC)CC2)c1	-0.482	-0.0546	-0.0672	0.312	1.3%	4.4%	0.79	1208	0.2	1227	i	-4.0	i	8.4	2.5	3.1	2.0	6.1
28	COc1ccc2[nH]c(C(=O)O)c(NC(=O)c3ccccc3[N+](=O)[O-])c2c1	-0.799	-0.237	0.00288	1.72	-1.3%	-9.1%	0.56	1094	-1.0	1358	/	/	i	/	/	/	/	/
29	Nc1nncn1C(=O)c1ccccc1Cl	0.104	-0.237	0.0963	-0.307	0.9%	24.5%	0.48	1885	-1.2	1105	i	-0.4	i	-8.9	3.7	6.6	2.1	6.1
30	COc1cccc(CC2(CO)CCCN(Cc3[nH]c4ccc(C)cc4c3C)C2)c1 (stereo not drawn)	0.924	-0.297	0.744	0.0326	0.0%	7.7%	-0.88	1360	1.6	941	i	-19.9	i	80.5*	64.0*	4.7	1.6	7.2
31	COc1cccc(C(=O)O/N=C(\N)Cc2ccc(Cl)cc2)c1	-0.686	-0.0194	0.214	0.248	1.3%	44.8%	0.89	1462	-3.1	1082	i	9.1	i	68.2*	50.0*	5.3	2.3	3.0
32	COc1cccc(NC(=O)C(c2ccccc2)N2CCN(c3ccccn3)CC2)c1 (stereo not drawn)	0.725	-0.363	-0.0813	-0.267	1.3%	16.4%	0.76	1288	/	/	i	-8.9	i	-6.7	-6.2	2.5	2.0	5.2
33	O=C(Nc1ccc([N+](=O)[O-])cn1)C1CCCCC1	-0.672	-0.312	-0.612	0.714	0.9%	-4.3%	0.44	1439	-0.7	1025	i	-13.2	i	-2.1	-14.6	1.9	1.8	2.7
34	CC(C)C(C)(C#N)NC(=O)CSc1nncn1-c1ccccc1 (stereo not drawn)	-0.586	-0.346	-0.212	0.374	-0.9%	22.0%	1.08	1304	-2.5	1070	i	23.3	i	-21.8	-20.6	2.1	1.4	6.4
35	O=C(/C=C/c1ccc(Cl)cc1)N1CCN(c2ccc([N+](=O)[O-])c(N3CCOCC3)c2)CC1	-0.157	-0.162	-0.222	-0.0701	-1.7%	11.4%	-0.39	1418	-0.8	1067	i	-0.6	i	30.0	-13.2	4.0	1.4	5.4
36	CN(C)CCNC(=O)NC(=O)c1ccc(Cl)cc1	-1.28	2.79	-0.616	0.721	-0.1%	5.1%	-0.36	1307	/	/	i	0.2	i	-4.0	0.6	1.7	1.4	4.9
37	C=C(C)CNC(=S)Nc1cccc(S(=O)(=O)NC2=NCCC2)c1	-0.00411	-0.332	-0.508	1.06	-1.0%	-8.1%	-0.13	1162	-2.3	1113	i	-10.9	i	-12.4	-9.2	2.2	1.8	6.6
38	COc1cccc(NS(=O)(=O)c2cc(C)sc2C)c1	-0.162	-0.282	0.0806	-0.734	0.4%	-0.9%	0.09	1015	-3.7	1197	i	0.8	i	-5.2	0.2	2.3	2.1	6.0

Hits appear at their usual frequency; any-hit rate near 4.2%.
